Source: PubChem (National Center for Advancing Translational Sciences (NCATS))
EPAC1 antagonist = qHTS for Antagonist of cAMP-regulated guanine nucleotide exchange factor 3 (EPAC1): primary screen. EPAC1 GEF assay, Rap1b-BODIPY-GDP exchange fluorescence. Potency, µM (top dose mostly 115 µM), without a hit: at the highest dose activity change, negative = inhibition, actives largely listed as inhibitors. 360,000 tested, 0.14% active;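 also: potency is read from the fitted curve at half-maximal effect; plate controls were vehicle for no effect and positive control for full effect; nearly all actives have a fitted effect of over 50% in size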
CCT chaperon mod = High-Throughput Screening for Modulators of Cytosolic Chaperonin Activity; purified chaperonin ATPase assay, HTRF ADP detection, 30 min; activity change, % (no concentration beside the values), hits read low; 360,000 tested, 0.3% active; in the data active = activity change below about -30%; also: % is scaled to controls: 0 for no effect and ±100 for the full control effect
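We incubate TRiC, 40 or 20 nM final, with library compounds at 76 uM and 10 uM ATP for 30 min at 37 °C. ADP formed is detected with Transcreener HTRF reagents after 30 min at room temperature.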
IL2 activator = qHTS of IL-2 Activators | IL-2 activation reporter assay, cell-based qHTS; stimulated with anti-CD3/CD4/CD28 beads; in transgenic mouse T cells | activation, % (series mostly up to about 46 µM) | 360,000 tested, 0.065% active | AID 652025, 2013; in the data active = activation above about 50%; inconclusive = mostly about 30% to 49%; also: 0% is about no effect
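Using fluorescent plate cytometry, EGFP and DsRed are detected in transgenic mouse T cells stimulated 18 h at 37 degrees C with antibody-coated beads after 60 min compound pretreatment.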
PLK1 PBD block = qHTS for Inhibitors of PLK1-PDB (polo-like kinase 1 - polo-box domain): Primary Screen. Serine/threonine-protein kinase PLK1 (Homo sapiens), P53350. Plk1 PBD binding of FITC phosphopeptide, fluorescence polarization. Potency, µM, inactives show max response, negative = inhibition, usual class: inhibitors. 360,000 tested, 2.8% active. AID 720504, 2013; also: potency is read from the fitted curve at half-maximal effect; series mostly up to about 57 µM; % is scaled to controls: 0 for no effect and ±100 for the full control effect; nearly all actives have a fitted effect of over 65% in size
Target sequence (P53350 whole entry, looked up, the tested form may be a part): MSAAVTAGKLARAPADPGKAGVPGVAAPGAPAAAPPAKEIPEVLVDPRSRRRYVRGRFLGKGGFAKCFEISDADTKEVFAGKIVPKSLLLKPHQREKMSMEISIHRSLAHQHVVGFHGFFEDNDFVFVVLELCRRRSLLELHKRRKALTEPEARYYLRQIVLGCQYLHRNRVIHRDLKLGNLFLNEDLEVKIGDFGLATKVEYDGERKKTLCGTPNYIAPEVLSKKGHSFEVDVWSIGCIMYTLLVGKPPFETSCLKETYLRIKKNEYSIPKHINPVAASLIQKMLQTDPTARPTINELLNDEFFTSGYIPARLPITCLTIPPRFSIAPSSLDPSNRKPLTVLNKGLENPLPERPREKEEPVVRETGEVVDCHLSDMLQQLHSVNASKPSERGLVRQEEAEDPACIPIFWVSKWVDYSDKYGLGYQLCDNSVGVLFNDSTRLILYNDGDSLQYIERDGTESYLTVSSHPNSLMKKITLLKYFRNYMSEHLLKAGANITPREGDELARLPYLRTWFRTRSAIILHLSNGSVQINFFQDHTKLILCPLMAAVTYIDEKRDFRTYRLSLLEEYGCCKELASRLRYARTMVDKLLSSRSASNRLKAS
EPAC1 agonist = qHTS for Agonist of cAMP-regulated guanine nucleotide exchange factor 3 (EPAC1): primary screen; EPAC1 agonist qHTS, biochemical assay; response scale: 100% = response to 6.5 mM cAMP; AID 720707, 2013; Rap guanine nucleotide exchange factor 3 (Homo sapiens), O95398; Potency, µM (highest dose often 154 µM), inactives show at the top dose activation, usual class: activators; 360,000 tested, 0.073% active; also: potency is read from the fitted curve at half-maximal effect; nearly all actives have a fitted effect of over 60% in size
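Compounds were pinned as a concentration titration into mixtures of EPAC1 (100 nM), BODIPY-GDP-loaded Rap1B (250 nM) and GDP (50 uM). After 5 min at room temperature, fluorescence was followed for 30 min; activity was scaled to 6.5 mM cAMP.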
WRN inhibitor = qHTS for Inhibitors of WRN Helicase. 360,000 tested, 0.46% active. Bifunctional 3'-5' exonuclease/ATP-dependent helicase WRN (Homo sapiens), Q14191. WRN helicase unwinding, fluorescent forked duplex, kinetic. Potency, µM (highest dose often 114 µM), inactives show at the top dose activity change, negative = inhibition, actives largely listed as inhibitors; also: potency is read from the fitted curve at half-maximal effect; % is scaled to controls: 0 for no effect and ±100 for the full control effect; nearly all actives have a fitted effect of over 55% in size
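WRN at 20 nM final preincubated with compound 15 min at room temperature; reaction started with 100 nM fluorophore/quencher forked duplex oligonucleotide and 2 mM ATP final. Unwinding followed kinetically by red fluorescence (ex 525, em 598 nm).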
EPAC2 ag = qHTS for Agonist of cAMP-regulated guanine nucleotide exchange factor 4 (EPAC2): primary screen | Rap guanine nucleotide exchange factor 4 (Homo sapiens), Q8WZA2 | EPAC2 activation, biochemical qHTS; response scale: 100% = 6.5 mM cAMP response | Potency, µM (highest dose often 154 µM), without a hit: at the highest dose activation, usual class: activators | 360,000 tested, 0.079% active | AID 720711, 2013; also: potency is read from the fitted curve at half-maximal effect; nearly all actives have a fitted effect of over 50% in size
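Setup: EPAC2 100 nM, labeled Rap1B complex 250 nM, free GDP 50 uM. Compound titrations pinned in, brief spin, 5 min room temperature incubation. Kinetic fluorescence read over 30 min, normalized to 6.5 mM cAMP.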
PI5P4K alpha inh = qHTS for Inhibitors of phosphatidylinositol 5-phosphate 4-kinase (PI5P4K); Phosphatidylinositol 5-phosphate 4-kinase type-2 alpha (Homo sapiens), P48426; PI5P4Kalpha enzyme, ADP-Glo luminescence, 60 min; active compounds read low; max response, %; 330,000 tested, 1.2% active; AID 652105, 2013; active = max response of -50% or lower; inconclusive = between -30% and -50%; inactive = -30% or higher; also: value at the top dose of about 77 µM; % is scaled to controls: 0 for no effect and ±100 for the full control effect
Target sequence (P48426 whole entry, looked up): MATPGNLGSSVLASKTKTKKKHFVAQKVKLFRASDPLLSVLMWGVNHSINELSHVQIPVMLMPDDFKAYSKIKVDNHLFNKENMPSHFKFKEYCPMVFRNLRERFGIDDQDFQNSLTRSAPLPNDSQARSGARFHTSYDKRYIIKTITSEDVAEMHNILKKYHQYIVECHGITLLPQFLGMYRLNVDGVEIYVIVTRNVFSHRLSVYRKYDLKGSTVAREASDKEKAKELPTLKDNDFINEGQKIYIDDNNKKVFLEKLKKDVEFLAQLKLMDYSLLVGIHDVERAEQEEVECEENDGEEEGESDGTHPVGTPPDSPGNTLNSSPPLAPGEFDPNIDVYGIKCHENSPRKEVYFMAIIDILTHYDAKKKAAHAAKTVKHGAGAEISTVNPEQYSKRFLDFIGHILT
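Compounds were pin-transferred onto PI5P4Kalpha and substrate in HEPES pH 7.4 buffer with EGTA, CHAPS and 5% DMSO. ATP (5 microM final) started the reaction, which ran 60 minutes at room temperature before ADP-Glo detection.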
Numbers without * were called inactive; ? = inconclusive; nt = no result given; [ ] = remark or other dose. Unless noted, calls follow the shape of the dose curve; as a rule, active = well fitted curve in the direction sought with a large enough effect; inconclusive = small, poorly fitted or top-dose-only effect, or another doubt; inactive = no such curve, though single readings can be large; an effect the other way counts as inactive or inconclusive. These rows are one share of the data, so the mix of outcomes need not match the whole.

SMILES	EPAC1 antagonist	CCT chaperon mod	IL2 activator	PLK1 PBD block	EPAC1 agonist	WRN inhibitor	EPAC2 ag	PI5P4K alpha inh
O=C(NCCc1ccccn1)C(F)(F)C(F)(F)C(F)(F)C(F)(F)C(F)(F)C(F)F	?	-11	-5.0	27µM*	-18%	-7%	-11%	-12
O=C(Nc1ccc2oc(-c3ccccc3)nc2c1)c1cccnc1	3%	1.0	0.0	-1%	-2%	5%	13%	6
COc1ccc(NC(=O)Nc2ccc3c(c2)CC(=O)N([C@H](C)CO)C[C@H](C)[C@H](CN(C)Cc2ccc(C(=O)O)cc2)O3)cc1	-3%	0.7	-1.3	-18%	3%	1%	6%	-7
Cc1cc(NC(=O)CSc2nnc(C)n2C)no1	10%	1.1	0.5	8%	0%	6%	-4%	-2
Cc1oc(C)c2c(=O)ccc3c(c12)OC(N)=C(C#N)C3c1ccccc1 (stereo not given)	-5%	-0.3	5.2	-7%	11%	?	-1%	?
CCc1nnc(NC(=O)CCN2C(=O)c3ccccc3C2=O)s1	0%	-0.5	0.9	-5%	5%	10%	2%	nt
O=C(O)c1ccc(NC(=O)c2ccc(COc3ccccc3)o2)cc1	-2%	0.7	-4.0	3%	-1%	0%[57.1 µM]	-7%	-2
O=C(NNC(=O)c1ccccc1O)c1ccc(S(=O)(=O)Nc2ccccc2)cc1	-1%	0.3	-0.2	1%	10%	-21%	0%	-5
Cc1ccc(Cn2nnnc2CN2CCC(O)(c3ccccc3F)CC2)cc1	-9%	0.3	-2.9	4%	-11%	-11%	3%	nt
Cc1cc(NC(=O)CSc2nc3ccccc3c(=O)n2C(C)c2ccccc2)no1 (stereo not given)	?	-5.1	0.1	-2%	2%	-2%	8%	7
C[C@@H]1CN([C@@H](C)CO)C(=O)CCCn2nncc2CO[C@H]1CN(C)S(=O)(=O)c1ccc(-n2cccn2)cc1	0%	-1.2	2.3	-1%	1%	3%	4%	-3
CN1C(=O)C(=O)/C(=C(/O)c2ccccc2)C1c1ccc(Br)cc1 (stereo not given)	6%	-0.2	-0.6	-5%	-3%	10%	-10%	0

The list goes on, starting with the last 2 of the part before.
SMILES	EPAC1 antagonist	CCT chaperon mod	IL2 activator	PLK1 PBD block	EPAC1 agonist	WRN inhibitor	EPAC2 ag	PI5P4K alpha inh
C[C@@H]1CN([C@@H](C)CO)C(=O)CCCn2nncc2CO[C@H]1CN(C)S(=O)(=O)c1ccc(-n2cccn2)cc1	0%	-1.2	2.3	-1%	1%	3%	4%	-3
CN1C(=O)C(=O)/C(=C(/O)c2ccccc2)C1c1ccc(Br)cc1 (stereo not given)	6%	-0.2	-0.6	-5%	-3%	10%	-10%	0
CC1(C)CC(=O)C2=C(C1)OC(N)=C(C#N)C2Cc1ccccc1 (stereo not given)	-2%	-1.3	-1.5	-10%	7%	-8%	10%	nt
CCCCNC(=O)Nc1ccccc1Br	8%	3.7	0.5	-2%	-5%	-2%	4%	0
CCOC(=O)Cn1c(O)c(N=NC(=O)CNC(=O)Cc2ccccc2)c2ccccc21	-5%	-11	-0.9	-11%	2%	-2%	-4%	-3
CCOc1ccc(Nc2ccc(N3C(=O)CCC3=O)cc2[N+](=O)[O-])cc1	-14%	2.4	1.1	5%	-7%	7%	-6%	2
Cc1ccc(NC(=O)NC(=O)CN2CCC(C(N)=O)CC2)c(C)c1	-28%	0.5	-0.3	-20%	5%	-1%	13%	2
O=C1C(C=NCCCN2CCCC2=O)=C(O)c2ccccc21	-23%	-0.2	-1.3	3%	0%	8%	-5%	6
CC(=O)NC1=NN(C(C)=O)C2(CCCCC2)S1	-4%	-0.4	-0.7	-9%	3%	-20%	5%	nt
NC(c1csc(Nc2ccc(C(=O)NCCO)cc2)n1)C1CCCCC1 (stereo not given)	-11%	-2.7	2.0	-3%	17%	3%	4%	-3
Cc1nc2ccc3nc(NC(=O)c4ccc(S(=O)(=O)N5CCOCC5)cc4)sc3c2s1	6%	-1.3	7.2	0%	-1%	2%	7%	nt
O=c1[nH]c(SCc2ccccc2)nc2[nH]ncc12	18%	-2.2	3.8	1%	3%	-6%	8%	7
N/C(Cc1cccc2ccccc12)=N\OC(=O)c1ccc2c(c1)OCO2	2%	-3.5	0.3	24µM*	3%	-2%	2%	-23
Fc1ccc(NC(=S)Nc2ccc(Cl)cc2)cc1	4%	-1.3	-4.2	-25%	0%	2%	11%	-3

11 entries from above, with bars between the fields:
SMILES | EPAC1 antagonist | CCT chaperon mod | IL2 activator | PLK1 PBD block | EPAC1 agonist | WRN inhibitor | EPAC2 ag | PI5P4K alpha inh
O=C(NCCc1ccccn1)C(F)(F)C(F)(F)C(F)(F)C(F)(F)C(F)(F)C(F)F | ? | -11 | -5.0 | 27µM* | -18% | -7% | -11% | -12
O=C(Nc1ccc2oc(-c3ccccc3)nc2c1)c1cccnc1 | 3% | 1.0 | 0.0 | -1% | -2% | 5% | 13% | 6
COc1ccc(NC(=O)Nc2ccc3c(c2)CC(=O)N([C@H](C)CO)C[C@H](C)[C@H](CN(C)Cc2ccc(C(=O)O)cc2)O3)cc1 | -3% | 0.7 | -1.3 | -18% | 3% | 1% | 6% | -7
Cc1cc(NC(=O)CSc2nnc(C)n2C)no1 | 10% | 1.1 | 0.5 | 8% | 0% | 6% | -4% | -2
Cc1oc(C)c2c(=O)ccc3c(c12)OC(N)=C(C#N)C3c1ccccc1 (stereo not given) | -5% | -0.3 | 5.2 | -7% | 11% | ? | -1% | ?
CCc1nnc(NC(=O)CCN2C(=O)c3ccccc3C2=O)s1 | 0% | -0.5 | 0.9 | -5% | 5% | 10% | 2% | nt
O=C(O)c1ccc(NC(=O)c2ccc(COc3ccccc3)o2)cc1 | -2% | 0.7 | -4.0 | 3% | -1% | 0%[57.1 µM] | -7% | -2
O=C(NNC(=O)c1ccccc1O)c1ccc(S(=O)(=O)Nc2ccccc2)cc1 | -1% | 0.3 | -0.2 | 1% | 10% | -21% | 0% | -5
Cc1ccc(Cn2nnnc2CN2CCC(O)(c3ccccc3F)CC2)cc1 | -9% | 0.3 | -2.9 | 4% | -11% | -11% | 3% | nt
Cc1cc(NC(=O)CSc2nc3ccccc3c(=O)n2C(C)c2ccccc2)no1 (stereo not given) | ? | -5.1 | 0.1 | -2% | 2% | -2% | 8% | 7
C[C@@H]1CN([C@@H](C)CO)C(=O)CCCn2nncc2CO[C@H]1CN(C)S(=O)(=O)c1ccc(-n2cccn2)cc1 | 0% | -1.2 | 2.3 | -1% | 1% | 3% | 4% | -3

The results go on:
SMILES	EPAC1 antagonist	CCT chaperon mod	IL2 activator	PLK1 PBD block	EPAC1 agonist	WRN inhibitor	EPAC2 ag	PI5P4K alpha inh
c1coc(-c2nnc3n2C2(CCCC2)Cc2ccccc2-3)c1	3%	-2.1	-0.5	0%	0%	0%	10%	nt
CCOc1ccccc1N(CC(=O)N1CCOCC1)S(=O)(=O)c1ccccc1	-7%	-2.0	0.2	-3%	-14%	-5%[57.1 µM]	-5%	2
COc1ccccc1NCc1cc(=O)oc2c(C)c(O)ccc12	2%	-1.0	-0.4	-7%	4%	-16%	4%	-20
COc1ccc(N2CCN(C(CNS(=O)(=O)c3ccc(C)cc3)c3ccccc3)CC2)cc1 (stereo not given)	7%	-10	-3.5	1%	8%	-14%	22%	-3
Cc1ccc(C(C)C)c(OCCCN2CC(C)OC(C)C2)c1 (stereo not given)	9%	-2.8	1.6	-7%	-5%	0%	1%	-1
COc1cc(NS(=O)(=O)c2ccc(NC(=O)c3ccc(Cl)cc3Cl)cc2)ncn1	-18%	0.2	-1.6	-5%	-2%	-36%	-6%	2
COCC(=O)Oc1c(Sc2ccccc2[N+](=O)[O-])c(C)nn1C(C)(C)C	-4%	-2.4	-2.9	12µM*	-4%	-21%	-10%	?
Cc1ccc2nc(NCC(N)=O)nc(-c3ccccc3)c2c1	-5%	-2.4	-0.1	-23%	-1%	3%	6%	0
COc1cccc(-n2c(SCC(=O)c3c[nH]c4ccccc34)nc3ccccc3c2=O)c1	-6%	-2.0	-0.6	-2%	2%	-3%	20%	7
COc1ccc(OC)c2[nH]c(=O)c(CCNC(=O)c3ccc(S(=O)(=O)N(C)C)cc3)cc12	11%	-1.2	-0.8	-8%	8%	-21%	4%	0
CC(C)OC(=O)C1C(=O)CC(C)(O)C(C(=O)OC(C)C)C1c1cccnc1 (stereo not given)	-3%	-1.0	8.5	-1%	0%	-2%	2%	-2
O=C(NC(=S)N1CCc2ccccc21)c1ccccc1Cl	-3%	-2.8	-0.6	-8%	4%	4%	16%	-7
Cc1cccc(NC(=S)N2CCC(c3nc4ccccc4o3)CC2)c1	6%	-1.3	-2.8	-7%	1%	-5%	2%	1
COc1cccc(C(=O)O/N=C(\N)CS(=O)(=O)c2ccccc2)c1	9%	-0.8	-0.9	6%	10%	3%	6%	-2
O=C(CNS(=O)(=O)c1c(Cl)cccc1Cl)OCc1csc(-c2ccccc2)n1	-9%	0.6	-1.6	-11%	12%	-8%	8%	-7
CCC1CCCCN1CCCNC(=O)C1CCC(=O)N1Cc1ccc(C)cc1 (stereo not given)	-9%	-2.7	0.1	-7%	-4%	-6%	7%	-3
COc1c(Cl)cc(Cl)cc1CNCCNCC(C)O (stereo not given)	6%	-3.4	-1.7	-8%	0%	3%	10%	nt
Cc1sc(NC(=O)c2ccco2)c(C(c2cccnc2)N2CCCC2)c1C (stereo not given)	-6%	-2.8	0.5	-18%	24%	-14%	22%	nt
Cc1cc(C(=O)CN2C(=O)NC(Cc3c[nH]c4ccccc34)C2=O)c(C)n1C (stereo not given)	9%	-1.5	-0.7	-1%	-3%	4%	3%	2
O=C(CN(Cc1ccccc1)C(=O)CNS(=O)(=O)c1ccc(F)cc1)NCc1ccco1	-11%	0.6	1.4	-11%	7%	-7%	8%	5
